KCC2 mod: KCC2 cotransporter modulators, thallium flux, primary screen, cell-based, HEK293 KCC2, FluoZin-2 fluorescence, MLSMR; Solute carrier family 12 member 5 (Homo sapiens), Q9H2X9; KCC2 cells, thallium flux FluoZin-2 fluorescence; B-score of Tl+ flux slope (higher = more flux/activation; lower = inhibition) at 10 µM; hit rate 2.2% among 190,000;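 active means thallium flux slope and its plate-corrected score both differing from the plate sample mean at a set confidence after two filtering rounds, in either direction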;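 further: slope of fluorescence scaled to starting intensity during 10 to 20 s after thallium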
Furin inh: human furin inhibitors, primary screen, biochemical, fluorescence intensity; P09958; purified furin, fluorogenic substrate cleavage; inhibition, % at 30 µM; hit rate 0.061% among 220,000; in the data active means inhibition above about 25%; further: inactives centre near -15
FXIa inh 1536: human FXIa protease inhibitors, primary screen, biochemical, 1536-well | Coagulation factor XI (Homo sapiens), P03951 | purified FXIa, Boc-Glu-Ala-Arg-AMC fluorogenic substrate | inhibition, % at 5 µM | hit rate 0.14% among 220,000 | AID 798, 2007;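 active means inhibition of at least 40%; inactive means inhibition below 40%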;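 further: fluorescence of freed AMC excited at 355 nm; 0% = enzyme without compound and 100% = no enzyme blank; many of its hits are not listed in these tables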
Target sequence (P03951 19-387 limits assumed): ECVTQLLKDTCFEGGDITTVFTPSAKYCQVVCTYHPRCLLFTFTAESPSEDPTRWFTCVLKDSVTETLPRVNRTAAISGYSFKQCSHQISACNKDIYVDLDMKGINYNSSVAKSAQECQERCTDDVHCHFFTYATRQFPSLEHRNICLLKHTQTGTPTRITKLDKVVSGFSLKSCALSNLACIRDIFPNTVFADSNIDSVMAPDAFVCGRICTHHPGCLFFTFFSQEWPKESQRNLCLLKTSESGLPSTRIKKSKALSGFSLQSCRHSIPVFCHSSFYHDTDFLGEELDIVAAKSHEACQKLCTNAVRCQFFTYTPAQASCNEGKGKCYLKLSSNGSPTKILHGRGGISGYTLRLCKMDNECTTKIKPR
Target sequence (P03951 388-625 limits assumed): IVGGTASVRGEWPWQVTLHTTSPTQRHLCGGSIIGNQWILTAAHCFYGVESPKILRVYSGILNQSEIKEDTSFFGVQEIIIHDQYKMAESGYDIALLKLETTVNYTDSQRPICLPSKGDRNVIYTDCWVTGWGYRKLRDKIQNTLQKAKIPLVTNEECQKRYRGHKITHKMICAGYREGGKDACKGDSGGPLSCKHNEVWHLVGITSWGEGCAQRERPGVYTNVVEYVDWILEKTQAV
hK5 inh: human KLK5 protease inhibitors, primary screen, biochemical, 1536-well; Kallikrein-5 (Homo sapiens), Q9Y337; recombinant hK5, fluorogenic AMC substrate cleavage; inhibition, % at 5 µM; hit rate 0.59% among 210,000; AID 873, 2007;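 active means inhibition of 40% or more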;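 further: 0% = enzyme controls without compound and 100% = no-enzyme blanks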
Target sequence (Q9Y337 67-293 limits assumed): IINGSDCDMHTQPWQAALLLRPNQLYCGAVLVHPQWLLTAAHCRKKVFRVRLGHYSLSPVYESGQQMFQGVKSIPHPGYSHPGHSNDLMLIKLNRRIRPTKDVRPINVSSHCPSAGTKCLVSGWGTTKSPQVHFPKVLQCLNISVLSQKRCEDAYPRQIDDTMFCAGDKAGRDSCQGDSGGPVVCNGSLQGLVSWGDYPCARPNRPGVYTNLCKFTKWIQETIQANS
FXIIa inh: human FXIIa protease inhibitors, primary screen, biochemical, 1536-well | Coagulation factor XII (Homo sapiens), P00748 | AID 800, 2007 | inhibition, % at 5 µM | purified FXIIa, Boc-QGR-AMC fluorogenic substrate, 2 h | hit rate 0.3% among 220,000; in the data active means inhibition above about 40%;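 further: 0% = enzyme with no compound and 100% = blank without enzyme; many of its hits are not listed in these tables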
thrombin 1536: human alpha-thrombin inhibitors, primary screen, counter-screen for coagulation protease inhibitor project, biochemical, 1536-well, fluorogenic AMC substrate | Prothrombin (Homo sapiens), P00734 | Boc-VPR-AMC fluorogenic substrate cleavage | inhibition, % at 5 µM | hit rate 0.26% among 220,000;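 active means inhibition at or above 40%; inactive means inhibition below 40%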;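 further: 0% = enzyme with no compound and 100% = wells without enzyme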
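Material: human alpha-thrombin protein. Incubation: reaction at ambient temperature. Technique: fluorescence of released AMC, ex 355 nm, em 460 nm. Control set: no-compound enzyme wells and no-enzyme blanks. Also added: Boc-VPR-AMC substrate, 15 µM final. Buffer or medium: pH 7.5 Tris (50 mM) with NaCl 150 mM, Tween 20 0.05%.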
p97 ATPase inh: inhibitors of human p97 ATPase, primary screen, biochemical. Transitional endoplasmic reticulum ATPase (Homo sapiens), P55072. recombinant p97 ATPase, Kinase-Glo ATP luminescence, 3 h. inhibition, % at 8 µM. hit rate 0.42% among 220,000; in the data active means inhibition above about 15%;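 further: 0% = DMSO vehicle and 100% = wells lacking enzyme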
PERK inhibitor: block of dimerizer-induced PERK translation repression, primary screen, PERK inhibitor project, CHO PERK-DD cells, SEAP luminescence, HTS; Eukaryotic translation initiation factor 2-alpha kinase 3 (Homo sapiens), Q9NZJ5; CHO PERK-DD fusion, SEAP luminescence translation reporter; inhibition, % at 5.6 µM; hit rate 0.17% among 220,000;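 active means inhibition above the mean inhibition of all tested compounds plus 3 SD, set separately per screening campaign, cut at about 2.9% in these data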;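 further: PERK kinase domain activated by AP20187 dimerizer at 100 nM; 0% = DMSO with dimerizer and 100% = rapamycin at 8.4 µM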
Wee1 stabilizer: Wee1 degradation inhibitors, primary screen, cell-based, HeLa, Wee1K328M-luciferase, luminescence; Wee1-like protein kinase (Homo sapiens), P30291; reporter increase, % at 5 µM; hit rate 1.2% among 220,000; HeLa Luc-Wee1K328M stability; 100% = proteasome inhibitor MG132 effect; AID 1321, 2008;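 active means activation above the mean of all tested compounds plus 3 SD, set per screening run, cut at about 8.8% in these data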;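 further: cells exposed to compound for 20 h before luminescence read; 0% = DMSO alone and 100% = MG132 at 30 µM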
An asterisk follows results filed as active; · = not tested or not shown; [ ] = dose if it differs, or a comment.

SMILES | KCC2 mod | Furin inh | FXIa inh 1536 | hK5 inh | FXIIa inh | thrombin 1536 | p97 ATPase inh | PERK inhibitor | Wee1 stabilizer
Cc1[nH]c2ccccc2c1C(=O)CNc1nccs1 | 0.67 | -15[20 µM] | -5 | -11 | 7 | 0 | 5 | 0.8 | -1
COC(=O)c1ccc(Oc2nc3c(c(=O)n(C)c(=O)n3C)n2CCC(C)C)cc1 | -0.05 | -7[20 µM] | 2 | 3 | 6 | -2 | 3 | 1.5 | -3
Cc1cccc(Nc2nc(N3CCN(C)CC3)nc(N)c2[N+](=O)[O-])c1 | -0.47 | -3 | 0 | -8 | 7 | -10 | -1 | -0.1 | 3
CCn1c(O)c(C=Nc2ccccc2)sc1=O | · | -19 | -3 | -5 | 3 | -6 | 4 | 1.3 | -1
NS(=O)(=O)c1ccc(N/N=C2/CCCCC2C2CCCCC2)c([N+](=O)[O-])c1 (stereo not drawn) | 0.32 | -9 | 8 | 8 | 5 | 0 | 7 | 1.3 | 4
COc1ccc(CN(C)Cc2nc3cc(OC)c(OC)cc3c(=O)[nH]2)c(OC)c1 | 0.36 | -35 | -4 | -3 | · | -1 | 2 | -0.8 | 1
O=C(CN1CCC(c2nc3ccccc3s2)CC1)NCc1cccs1 | -0.78 | -1[20 µM] | -3 | -53 | 7 | -3 | -12 | -1.3 | 0
O=C(NCCN1C(=O)S/C(=C\c2ccc(Cl)c(Cl)c2)C1=O)C1COc2ccccc2O1 (stereo not drawn) | 0.63 | -11 | -3 | 6 | 3 | -6 | 7 | 0.5 | 6
Cc1ccccc1OCc1nc2ccccc2[nH]1 | · | -6 | -4 | 0 | 1 | -12 | -12 | -0.2 | 2
Cc1cc2ccccn2c1C(=O)c1ccc(N/N=C/c2ccc(C(=O)O)cc2)c([N+](=O)[O-])c1 | -0.2 | -2 | 6 | 4 | 5 | -6 | 2 | 0.3 | 0
CS(=O)(=O)N(CC(=O)Nc1ccccc1C(=O)NCc1ccco1)c1ccccc1F | -1.1 | -15 | -7 | -10 | 3 | -3 | 1 | -0.1 | 1
Cc1ccc(CCNC(=O)C23CN(Cc4ccccc4)CC2C(c2cccc([N+](=O)[O-])c2)=NO3)cc1 (stereo not drawn) | -0.41 | -1[20 µM] | 10 | -10 | 14 | -1 | 3 | -0.5 | -3
O=C(COC(=O)CNC(=O)C12CC3CC(CC(C3)C1)C2)NC1CCS(=O)(=O)C1 (stereo not drawn) | 0.27 | -17 | 4 | -19 | 9 | -1 | 7 | 1.5 | 0
COC(=O)C1CCN(CC(N)=O)CC1 | 0.015 | -14[20 µM] | -4 | 2 | 7 | -2 | -1 | 1.7 | -2
O=C(CCS(=O)(=O)Cc1ccccc1F)N1CCc2ccccc2C1 | · | -12 | 3 | -11 | 22 | 2 | -5 | -0.3 | 0
CCOc1ccc2nc(NCCO)[nH]c2c1 | 0.047 | -30 | 1 | -8 | 20 | 2 | 5 | 0.6 | -1
CC(=O)c1sc(-c2ccc(Cl)cc2)cc1N | 0.44 | -19 | 0 | -2 | 5 | -4 | -5 | 1.9 | -3
COc1ccccc1-n1c(=O)[nH]c2c(C(N)=O)nc(-c3cccnc3)nc21 | 0.56 | -13 | -1 | -4 | 6 | -7 | · | · | ·
Cc1cc(C)c(S(=O)(=O)c2c(C)cccc2C)c(OCC(C)C)n1 | -0.5 | -6[20 µM] | -1 | 15 | 17 | 4 | -4 | 0.6 | 3
COc1ccc(O)c(-c2[nH]ncc2C(=O)c2ccccc2)c1 | · | -19 | 6 | -3 | 21 | -6 | 3 | 1.1 | -2
O=C(Oc1cccc(N2C(=O)CCC2=O)c1)C1CC(=O)N(c2ccc(F)cc2)C1 (stereo not drawn) | -1.1 | -7 | 8 | 4 | 12 | 2 | 6 | 1.1 | 0
O=C(CN1C(=O)NC(Cc2c[nH]c3ccccc23)C1=O)Nc1cccc(S(=O)(=O)N2CCCC2)c1 (stereo not drawn) | -2.1 | -24 | -6 | 4 | 14 | -6 | 1 | 0.1 | 2
COc1ccc(CCNC(=O)c2cc(-c3cc(C)c(C)cc3O)n[nH]2)cc1OC | 1.1 | -20[20 µM] | 3 | -1 | 13 | 3 | 1 | -0.6 | -2
CCCOc1ccc([C@@H]2C3CN(C(=O)OCC)CC=C3C(C#N)=C(N)C2(C#N)C#N)cc1OC (stereo partly drawn) | 0.31 | -10[20 µM] | -1 | -1 | -5 | -4 | -1 | -1.4 | -1
CSc1ccc(C#N)cc1NC(=O)c1ccccc1C | -1.1 | -18 | -6 | -3 | 2 | -8 | 1 | 0.3 | -1
CN(C)c1ccc(/C=N/NC(=O)CCCCCNC(=O)c2ccccc2)cc1 | -0.009 | 16 | 7 | 80* | 21 | 15 | -11 | -0.5 | 1
N#CCc1nc(CSc2nc3ccccc3s2)cs1 | 1.3 | 1[20 µM] | -7 | -7 | 6 | -4 | -5 | 0.3 | -1
Cc1cc(C(=O)COC(=O)c2ccccc2Br)c(C)n1CC1CCCO1 (stereo not drawn) | 0.069 | -19 | 0 | 0 | 12 | -2 | -13 | -0.1 | -3
COc1cc(-c2cc(N)n(S(=O)(=O)c3ccc(F)cc3)n2)cc(OC)c1OC | -0.83 | -3 | 2 | -23 | 10 | -5 | 2 | -0.7 | -1
COC(=O)C(Cc1ccccc1)NS(=O)(=O)c1ccc(F)cc1Br (stereo not drawn) | 0.049 | -24 | -2 | 0 | 5 | -4 | · | · | ·

2 entries from above, with two lines to a compound:
Results follow in this order: KCC2 mod | Furin inh | FXIa inh 1536 | hK5 inh | FXIIa inh | thrombin 1536 | p97 ATPase inh | PERK inhibitor | Wee1 stabilizer
> CC(=O)c1sc(-c2ccc(Cl)cc2)cc1N
→ 0.44 | -19 | 0 | -2 | 5 | -4 | -5 | 1.9 | -3
> COC(=O)c1ccc(Oc2nc3c(c(=O)n(C)c(=O)n3C)n2CCC(C)C)cc1
→ -0.05 | -7[20 µM] | 2 | 3 | 6 | -2 | 3 | 1.5 | -3

Next records follow:
SMILES | KCC2 mod | Furin inh | FXIa inh 1536 | hK5 inh | FXIIa inh | thrombin 1536 | p97 ATPase inh | PERK inhibitor | Wee1 stabilizer
Cc1cc(C)nc(SCc2nnc(SCC(=O)Nc3c(C)cccc3C)o2)n1 | 0.45 | -10[20 µM] | -3 | -6 | 3 | -1 | -2 | -1.4 | 4
O=C(COC(=O)c1ccccc1)Nc1cccc(S(=O)(=O)N2CCOCC2)c1 | -0.56 | -28 | -3 | 0 | · | 38 | 2 | -0.7 | 0
CC(C)CCn1c(C(C)O)nc2ccccc21 (stereo not drawn) | 0.17 | -8[20 µM] | 7 | -4 | 19 | 3 | 4 | 1.0 | -2
CCCCC1=CC2=C(c3ccco3)C(=O)C(C)(OC(=O)c3ccc(OC)cc3)C(=O)C2=CN1CCc1ccccn1 (stereo not drawn) | -0.034 | 0 | -2 | 8 | 7 | -2 | · | · | ·
CC(=O)N1CC(=O)N=C1SCC(=O)Nc1nc(C)c(-c2ccccc2)s1 | 0.052 | -22 | 3 | 18 | 10 | 5 | 6 | 0.8 | 6
COc1ccc(Cc2nnc(N=Nc3c(O)[nH]c4ccc(Br)cc34)[nH]c2=O)cc1 | -1.2 | -5 | 3 | 8 | 11 | 4 | 4 | -0.1 | 2
Cn1c(SCC2CCCO2)nnc1-c1ccncc1 (stereo not drawn) | 0.12 | -17 | -5 | -5 | -2 | -8 | 4 | 0.7 | 1
Cc1ccc2nc(-c3ccc(SCC(=O)Nc4nnc(C)s4)nc3)[nH]c2c1 | 0.034 | -21 | 7 | -5 | 16 | -5 | 0 | 0.0 | 4
N/C(Cc1ccc([N+](=O)[O-])cc1)=N\OC(=O)c1ccccc1F | -0.45 | -24 | 0 | · | 14 | -2 | 1 | 0.3 | -2
CCOc1ccccc1Oc1c(C)oc2cc(OC(=O)c3ccco3)ccc2c1=O | · | -3[20 µM] | 2 | -14 | 6 | 5 | -5 | -0.4 | -1
Cc1ccc(NC(=O)Nc2cccs2)nc1 | 2 | -23[20 µM] | 4 | 10 | 10 | -5 | 3 | 1.9 | 9
O=C1CCCN1CC(O)CS(=O)(=O)c1ccc(Cl)cc1 (stereo not drawn) | · | -14[20 µM] | 3 | -10 | 19 | 3 | 2 | 1.8 | 4
CCCC(=O)OC/C(O)=C(\C#N)c1nc2ccccc2[nH]1 | -0.69 | -20 | -1 | -9 | 2 | 4 | 4 | 0.7 | 2
N=c1n(CCN2CCCCC2)c2ccccc2n1CC(=O)c1cccs1 | -0.098 | -18 | 2 | -1 | 4 | -3 | 11 | -1.5 | 2
CC12CCC(C/C1=N\OC(=O)c1c(F)cccc1F)C2(C)C (stereo not drawn) | -0.0065 | -8 | 5 | -8 | 2 | -1 | -12 | -0.3 | 0
Cc1[nH]c2ccccc2c1C(=O)COC(=O)c1ccc([N+](=O)[O-])s1 | 0.083 | 1 | 29 | 29 | 24 | 26 | 39* | -0.2 | -2
C/C(=N\O)C1/C(=N/O)CC2C1C2(C)C (stereo not drawn) | -0.69 | -16[20 µM] | -3 | -9 | 2 | -3 | 1 | 0.5 | 1
COc1ccc2c(c1OC)C(=O)OC2Nc1nc(-c2ccccc2)cs1 (stereo not drawn) | · | -11[20 µM] | 3 | -27 | 8 | -3 | -3 | -1.8 | 0
CCc1ccccc1NC(=O)N[C@H](C(=O)O)C(C)CC (stereo partly drawn) | 0.18 | -24[20 µM] | 3 | 0 | 15 | -2 | 2 | 0.7 | -3
COC(=O)c1c(NC(=O)c2ccc(N(C)S(=O)(=O)c3ccc(C)cc3)cc2)sc2c1CCCC2 | 0.38 | -10 | -8 | -6 | -3 | -5 | -6 | 0.2 | -2
Cc1cc2oc(C(=O)NCc3ccncc3)c(C)c2cc1C | · | -26 | -6 | -3 | -1 | -4 | 4 | -0.3 | 3
Cc1ccc(C(=O)Nc2ccccc2C(=O)N2CC3(C)CC2CC(C)(C)C3)cc1 (stereo not drawn) | 0.085 | 3[20 µM] | -1 | -9 | 19 | 0 | -7 | -2.5 | 2
O=[N+]([O-])c1ccc(CSc2ncnc3ccccc23)cc1 | 0.85 | -15 | -6 | 0 | 6 | -4 | -3 | -0.1 | 3
COCCN(C(=O)Cn1nnc2ccccc21)C(C(=O)NC1CCCC1)c1cccc(OC)c1OC (stereo not drawn) | 1 | -17 | 1 | 6 | 14 | 4 | -3 | -0.9 | 3
NC1CCN(c2c(F)cc3c(=O)c(C(=O)O)cn(C4CC4)c3c2Cl)C1 (stereo not drawn) | -0.21 | -3 | 8 | -1 | 22 | -3 | -7 | 1.1 | 5
COc1ccc(-c2nn(-c3ccccc3)cc2C(=O)NCCCn2ccnc2)cc1 | -1.1 | -21 | 0 | 0 | 8 | 0 | 4 | -0.8 | -1

High-throughput results (PubChem BioAssay)

Outcome played no part in choosing rows, and some 4.4% of all compounds hit somewhere here.
